Screening results: PubChem BioAssay, National Center for Advancing Translational Sciences (NCATS)
GLP1R ag: qHTS of GLP-1 Receptor Agonists; Glucagon-like peptide 1 receptor (Homo sapiens), P43220; HEK293 GLP-1R CRE-luciferase, luminescence, 4-6 h; cells express a hypersensitive GLP-1R form; Potency, µM (titrated, usually from 45.6 µM), inactives show at the top dose activation, actives largely listed as activators; 380,000 tested, 0.007% active; also: potency is read from the fitted curve at half-maximal effect; % of control where 0% means no effect
PI5P4K alpha inh: qHTS for Inhibitors of phosphatidylinositol 5-phosphate 4-kinase (PI5P4K); 330,000 tested, 1.2% active; AID 652105, 2013; max response, %; Phosphatidylinositol 5-phosphate 4-kinase type-2 alpha (Homo sapiens), P48426; PI5P4Kalpha enzyme, ADP-Glo luminescence, 60 min; stronger effect = lower value; active = max response of -50% or lower; inconclusive = between -30% and -50%; inactive = -30% or higher; also: value at the top dose of about 77 µM; % is scaled to controls: 0 for no effect and ±100 for the full control effect
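Reactions run in 0.038 M HEPES pH 7.4, 0.28 mM EGTA, 0.1% CHAPS and 5% DMSO, with PI5P4Kalpha, substrate, compound and 5 microM ATP final, one hour at room temperature. Readout is ADP-Glo luminescence.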
WRN helicase inh: qHTS for Inhibitors of WRN Helicase | WRN helicase unwinding, fluorescent forked duplex, kinetic | Potency, µM (titrated, usually from 114 µM), inactives show top-dose activity change, negative = inhibition, most hits filed as inhibitors | 360,000 tested, 0.46% active | Bifunctional 3'-5' exonuclease/ATP-dependent helicase WRN (Homo sapiens), Q14191; also: potency is read from the fitted curve at half-maximal effect; % is scaled to controls: 0 for no effect and ±100 for the full control effect; nearly all actives have a fitted effect of over 55% in size
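WRN at 20 nM final was preincubated with compound for 15 min at room temperature; reaction started with 100 nM forked duplex oligonucleotide carrying fluorophore and quencher plus 2 mM ATP (final). Unwinding followed kinetically by red fluorescence (ex 525/em 598 nm).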
IL2 activator: qHTS of IL-2 Activators. IL-2 activation reporter assay, cell-based qHTS; stimulated with anti-CD3/CD4/CD28 beads; in transgenic mouse T cells. activation, % (series mostly up to about 46 µM). 360,000 tested, 0.065% active. AID 652025, 2013; in the data active = activation above about 50%; inconclusive = mostly about 30% to 49%; also: 0% is about no effect
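Readout: EGFP and DsRed signals by fluorescent plate cytometry. Unstimulated transgenic mouse T cells received compound 60 min before antibody-bead stimulation, then incubated 18 h at 37 degrees C.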
DRD3 agonist: qHTS of D3 Dopamine Receptor Agonist: qHTS; AID 652048, 2013; 410,000 tested, 0.58% active; max activation, %; D(3) dopamine receptor (Homo sapiens), P35462; D3R DiscoveRx beta-arrestin cells, luminescence, 90 min; in the data active = max activation above about 30%; also: 0% is about no effect; mostly tested at two doses, the higher about 12 µM
Target sequence (P35462 whole entry, looked up): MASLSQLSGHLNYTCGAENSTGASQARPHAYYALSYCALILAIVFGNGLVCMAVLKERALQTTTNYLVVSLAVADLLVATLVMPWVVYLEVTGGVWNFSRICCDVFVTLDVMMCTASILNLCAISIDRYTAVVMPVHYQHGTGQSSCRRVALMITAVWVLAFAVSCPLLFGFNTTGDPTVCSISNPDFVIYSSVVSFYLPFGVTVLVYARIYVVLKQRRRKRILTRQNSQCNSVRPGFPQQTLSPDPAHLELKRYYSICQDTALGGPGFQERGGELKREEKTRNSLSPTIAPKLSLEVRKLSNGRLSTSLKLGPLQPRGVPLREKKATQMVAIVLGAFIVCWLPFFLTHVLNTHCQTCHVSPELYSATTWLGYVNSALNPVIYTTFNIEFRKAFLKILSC
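Agonist mode: compounds and dopamine controls were applied to plated cells for 90 min at 37 degrees C after an overnight attachment at 1500 cells/well. Luminescent read-out followed 30 - 60 minutes at room temperature with DiscoveRx detection reagent.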
GLP1R cytotox: qHTS of GLP-1 Receptor Inverse Agonists: Cytotox Screen. HEK293 cAMP-luciferase reporter cells, luminescence, 24 h. Potency, µM (top dose mostly 38.3 µM), for the others: at the top dose activity change, negative = inhibition, most hits filed as inhibitors. 410,000 tested, 0.13% active. AID 624418, 2012;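 also: loss of luciferase light is scored as toxicity; potency is read from the fitted curve at half-maximal effect; % is scaled to controls: 0 for no effect and ±100 for the full control effect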
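1536-well qHTS counterscreen of the MLSMR; 200 cells/uL, 12 h pre-incubation, 23 nL cpd, 24 h at 37 deg C 5% CO2, luciferase detection reagent, 12 min RT, luminescence. Inhibition = undesired.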
D3 antag: qHTS of D3 Dopamine Receptor Antagonist: qHTS; 360,000 tested, 2.5% active; D3R cells, DiscoveRx beta-arrestin luminescence, antagonist mode; stronger effect = lower value; max response, negative = inhibition, %; AID 652054, 2013; D(3) dopamine receptor (Homo sapiens), P35462; in the data active = max response below about -50%; inconclusive = no clear call, values can overlap the other calls; also: % is scaled to controls: 0 for no effect and ±100 for the full control effect; mostly tested at two doses, the higher about 12 µM
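Cells expressing the human receptor were seeded at 1500 cells/well, incubated overnight at 37 degrees C in 5% CO2, then exposed to library compounds with dopamine controls for 90 minutes at 37 degrees C before luminescent detection.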
GLP1R inv ag: qHTS of GLP-1 Receptor Inverse Agonists (Inhibition Mode); Potency, µM (doses to about 38.3 µM), without a hit: at the highest dose activity change, negative = inhibition, usual class: inhibitors; AID 624417, 2012; HEK293 GLP-1R CRE-luciferase, luminescence, 24 h; GLP-1R form is constitutively active; 410,000 tested, 1.6% active; also: potency is read from the fitted curve at half-maximal effect; % is scaled to controls: 0 for no effect and ±100 for the full control effect; nearly all actives have a fitted effect of over 55% in size
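Using stably transfected HEK293 (constitutively active GLP-1R, cAMP-luciferase reporter), compounds were incubated 24 hr and luciferase measured by luminescence.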
PLK1 PBD inh: qHTS for Inhibitors of PLK1-PDB (polo-like kinase 1 - polo-box domain): Primary Screen | 360,000 tested, 2.8% active | Plk1 PBD binding of FITC phosphopeptide, fluorescence polarization | Potency, µM, for inactives: max response, negative = inhibition, most hits filed as inhibitors | Serine/threonine-protein kinase PLK1 (Homo sapiens), P53350; also: potency is read from the fitted curve at half-maximal effect; series mostly up to about 57 µM; % is scaled to controls: 0 for no effect and ±100 for the full control effect; nearly all actives have a fitted effect of over 65% in size
Target sequence (P53350 whole entry, looked up, the tested form may be a part): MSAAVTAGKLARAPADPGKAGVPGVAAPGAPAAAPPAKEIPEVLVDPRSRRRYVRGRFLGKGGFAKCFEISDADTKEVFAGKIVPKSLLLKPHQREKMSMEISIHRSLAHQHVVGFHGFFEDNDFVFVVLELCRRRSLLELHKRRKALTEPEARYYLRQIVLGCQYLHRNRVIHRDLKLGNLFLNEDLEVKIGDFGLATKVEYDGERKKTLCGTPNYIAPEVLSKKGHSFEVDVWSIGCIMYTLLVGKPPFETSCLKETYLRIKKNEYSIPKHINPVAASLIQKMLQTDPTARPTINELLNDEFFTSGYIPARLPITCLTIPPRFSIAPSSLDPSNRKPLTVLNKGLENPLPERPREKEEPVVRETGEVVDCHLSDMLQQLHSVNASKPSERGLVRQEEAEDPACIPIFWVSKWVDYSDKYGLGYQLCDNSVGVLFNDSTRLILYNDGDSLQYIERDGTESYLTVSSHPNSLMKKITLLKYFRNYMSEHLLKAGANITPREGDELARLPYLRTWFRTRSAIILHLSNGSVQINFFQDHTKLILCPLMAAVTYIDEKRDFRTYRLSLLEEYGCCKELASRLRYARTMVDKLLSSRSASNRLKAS
Starred values were filed as active, the others as inactive; ? = inconclusive; / = not tested or not shown; [ ] = dose if it differs, or a comment. Unless noted, calls follow the shape of the dose curve; as a rule, active = well fitted curve in the direction sought with a large enough effect; inconclusive = small, poorly fitted or top-dose-only effect, or another doubt; inactive = no such curve, though single readings can be large; an effect the other way counts as inactive or inconclusive.

SMILES	GLP1R ag	PI5P4K alpha inh	WRN helicase inh	IL2 activator	DRD3 agonist	GLP1R cytotox	D3 antag	GLP1R inv ag	PLK1 PBD inh
CCOc1ccc2nc(NC(=O)C(NS(=O)(=O)c3cccc4nsnc34)C(C)C)sc2c1 (stereo not given)	-1.7%	-6.5	-4.8%	-2.7	-2.5	-2.4%	-24.6	-9.1%	3.8%
Cc1ccc(OCCNC(=O)c2ccc(NC(=O)CC3SC(N4CCCC4)=NC3=O)cc2)cc1 (stereo not given)	-5.4%	1.7	-32.1%	-0.1	-3.4	8.1%	2.9	-0.9%	-12.6%
CCN(CC)C(=O)c1ccccc1NS(=O)(=O)c1ccc(OC)c(C(=O)N2CCOCC2)c1	0.4%	-3.5	10.1%	-0.3	0.0	12.2%	-5.9	10.1%	-4.7%
COC(=O)C(CCCN1C(=O)c2ccccc2C1=O)(NC(C)=O)c1nnn(C)n1 (stereo not given)	0.3%	-3.9	3.3%	1.3	3.4	2.0%	3.2	9.4%	-4.9%
Cc1cccc(CCNS(=O)(=O)c2ccc(S(=O)(=O)NC3CCCC3)cc2)c1	1.3%	1.5	3.8%	0.8	-12.0	-23.8%	-25.5	0.0%	-6.3%
COC(C(=O)Nc1cccc(F)c1)c1ccccc1 (stereo not given)	-7.1%	-10.1	1.2%	-0.7	3.2	-8.6%	16.9	?	-2.6%
O=C(COc1ccc2c(c1)CCC2)NCc1ccc(Cl)cc1	-3.0%	3.6	3.6%	-0.6	-6.5	0.6%	1.2	?	29.9µM*
CCC(Sc1nc(-c2ccccc2)c(-c2ccccc2)[nH]1)C(=O)O (stereo not given)	7.1%	-3.6	-6.1%	1.8	9.9	-3.5%	0.6	19.8%	-15.1%
CCC1CCCCN1S(=O)(=O)Cc1ccccc1Cl (stereo not given)	15.9%	1.2	-2.3%	-0.2	-4.1	-7.0%	2.5	?	-10.0%
CCOC(=O)c1ccc(NC(=O)CNC(=O)c2ccco2)cc1	-0.7%	-6.1	-27.4%	2.3	4.8	-0.2%	1.7	10.8%	-9.7%
O=C(CSc1c[nH]c2ccccc12)N1CCOCC1	-0.8%	/	-4.9%	-2.0	-5.1	-11.6%	7.9	1.9%	-5.1%
CC(C)NC(=O)CSc1nnc(COc2ccccc2Cl)o1	0.2%	-7.3	-21.0%	-0.1	1.9	-16.6%	12.8	-2.7%	-3.3%
Cc1cccnc1NC(=S)NC(=O)/C=C/c1ccccc1	12.9%	3.1	2.0%	0.6	-11.0	-2.6%	?	55.5%[activator]	-14.9%
CCN(C(=O)CCS(=O)(=O)c1ccc(Br)cc1)c1ccc2c(c1)OCO2	0.6%	-4.6	5.1%	1.7	3.1	-8.7%	-4.8	-20.2%	-18.0%
CCC1Sc2ccc(S(=O)(=O)CCC(=O)NCc3cccs3)cc2NC1=O (stereo not given)	-0.2%	-2.0	-7.2%[57.1 µM]	3.5	-0.6	-11.0%	1.8	?	?

Sorted by length of the SMILES (lowest first): 3 of the compounds above
SMILES	GLP1R ag	PI5P4K alpha inh	WRN helicase inh	IL2 activator	DRD3 agonist	GLP1R cytotox	D3 antag	GLP1R inv ag	PLK1 PBD inh
CCC1CCCCN1S(=O)(=O)Cc1ccccc1Cl (stereo not given)	15.9%	1.2	-2.3%	-0.2	-4.1	-7.0%	2.5	?	-10.0%
O=C(CSc1c[nH]c2ccccc12)N1CCOCC1	-0.8%	/	-4.9%	-2.0	-5.1	-11.6%	7.9	1.9%	-5.1%
Cc1ccc(OCCNC(=O)c2ccc(NC(=O)CC3SC(N4CCCC4)=NC3=O)cc2)cc1 (stereo not given)	-5.4%	1.7	-32.1%	-0.1	-3.4	8.1%	2.9	-0.9%	-12.6%

Other results follow.
SMILES	GLP1R ag	PI5P4K alpha inh	WRN helicase inh	IL2 activator	DRD3 agonist	GLP1R cytotox	D3 antag	GLP1R inv ag	PLK1 PBD inh
O=C1CC[C@H](O)CCN1CCSc1ccc(Br)cc1	3.1%	9.0	9.3%	0.1	0.0	7.1%	18.3	11.2%	-4.1%
Clc1ncnc2[nH]ccc12	10.7%	6.0	-8.0%	-0.7	-2.8	7.3%	-15.0	23.2%	-14.2%
COc1ccc(N=C(c2ccccc2)c2c(C)[nH]n(-c3ccccc3)c2=O)c(OC)c1	10.2%	3.3	-29.0%	-6.6	-1.5	9.6%	0.3	7.94µM*	-2.6%
COc1cccc(-c2c(C(=O)N/N=C/c3cccs3)nnn2-c2nonc2N)c1	-0.2%	-15.1	-2.4%	-0.6	4.8	-19.4%	-13.2	?	-9.7%
CN(C)CCN1C(=O)C(O)=C(C(=O)c2ccco2)C1c1ccccc1F (stereo not given)	5.4%	0.3	3.9%	-0.6	-4.4	-14.0%	-5.0	10.4%	-3.3%
COc1ccc2sc(N(CCN(C)C)C(=O)c3ccc4ccccc4c3)nc2c1	-5.1%	1.1	1.6%	0.4	-15.8	-4.6%	?	-25.0%	-0.4%
Cc1cccc2cc(CN(Cc3ccccc3)C(=S)NCCCN(C)C)c(=O)[nH]c12	0.7%	6.9	2.4%	-1.2	-11.8	-21.7%	-3.1	?	1.0%
O=C1C2C3C=CC(CC3)C2C(=O)N1c1ccc([N+](=O)[O-])cc1 (stereo not given)	-10.5%	0.8	-2.1%	-0.5	4.5	9.2%	14.3	-10.9%	-7.5%
c1cncc(-c2nc(N3CCCCCC3)c3ccccc3n2)c1	16.1%	-6.4	-42.8%	-5.5	-0.3	-12.1%	-0.9	-1.9%	-4.6%
O=C1c2ccccc2C(=O)N1c1ccc(Cc2ccncc2)cc1	11.5%	-3.0	7.7%	-0.2	3.4	-11.7%	4.3	12.5%	-2.6%
COc1ccc(C(=O)NC(C)CCc2ccccc2)cc1 (stereo not given)	-0.9%	0.8	0.8%	-0.2	-5.7	6.6%	-10.8	-9.2%	-9.3%
CCc1sc(C(=O)N2CCCN(C)CC2)cc1Br	4.3%	0.1	11.8%	-2.9	-22.2	-15.6%	-21.0	?	-7.8%
O=Cc1ccc2c(c1)CCN2Cc1ccccc1	8.9%	-0.3	-23.1%[57.1 µM]	-1.7	-2.5	3.9%	2.1	?	-8.5%
COc1ccc(CN2C(=O)c3cccnc3C2=O)cc1S(=O)(=O)NCc1ccc(C)o1	5.1%	-6.2	5.7%	0.7	-1.3	4.4%	0.4	7.5%	2.3%
COC(=O)c1ccc(CNC(=O)c2nc(Cn3nc(C)c(Br)c3C)no2)cc1	-7.1%	/	/	/	-14.2	0.6%	/	4.3%	/
Cc1c(CN2CCCCC2)c(O)n(CCO)c(=O)c1C#N	1.4%	-2.5	-9.4%	-1.1	2.6	20.1%	6.2	43.6%[activator]	4.2%
CC(C)(C)C(=O)Nc1c(Br)c(C2CC2)nn1-c1ccccc1	-4.7%	-1.7	3.9%	-0.1	3.3	-3.7%	-13.0	?	-2.4%
COc1ccc2cc(C(=O)Nc3ccc(Cl)cc3)sc(=O)c2c1OC	4.4%	-10.7	-19.7%	-1.1	-28.6	-6.8%	-69.3*	2.3%	-7.8%
COc1ccccc1C(=O)N1CCN(c2nc3cc(C)cc(C)c3cc2C#N)CC1	0.4%	-4.1	0.8%	-4.5	4.4	-6.3%	30.0	7.5%	2.0%
Cc1cc(N2CCOCC2)n2nc(C(F)(F)F)c(-c3ccccc3)c2n1	1.8%	-2.3	6.1%	-4.4	10.0	-1.7%	-8.7	13.6%	4.5%
COc1cc(/C=C/C(=O)OCC(=O)NNC(=O)c2cc(Cl)ccc2OC)ccc1O	-3.2%	-1.1	-1.6%	1.1	-3.0	-1.8%	-6.1	12.0%	-2.0%
COc1ccc(OC)c(C(=O)CSc2nc3c(c(=O)n(C)c(=O)n3C)n2C(C)C)c1	-1.4%	/	2.6%	5.1	0.2	-18.5%	21.3	0.0%	?
CCCn1nnnc1SCC(=O)N(C(C)C)C(C)C	-2.4%	2.8	-7.4%	0.9	2.2	-8.0%	-8.5	-2.0%	?
COc1ccccc1C(=O)Nc1ccc(NC(=O)C2CCCCC2)nc1	6.6%	-18.5	-29.5%	4.1	1.3	-2.7%	2.0	6.9%	0.7%
COc1ccc2c(/C=N/Nc3ccc(C(=O)O)cc3)c[nH]c2c1	13.8%	-3.2	-20.3%	2.3	13.8	-4.5%	-14.5	13.0%	-25.6%
Cc1cc(N2CCN(c3ccccc3)CC2)nc(NCc2ccccc2)n1	2.8%	4.8	-1.6%[57.1 µM]	-2.1	-6.5	-20.1%	0.3	?	-4.7%
Cc1ccc(OCCOc2cccc3ccc(C)nc23)c([N+](=O)[O-])c1	?	-0.8	-3.2%	-1.7	-10.8	-4.8%	14.1	-10.3%	-6.8%
COc1ccc(C(=O)N2CCN(c3ccc(C(C)=O)cc3)CC2)cc1S(=O)(=O)N1CCCC1	15.2%	7.0	1.9%	6.5	4.1	-31.0%	-11.8	8.5%	1.1%
CCOc1ccc(C(=O)NCC(=O)Nc2ncccc2C)cc1OCC	7.6%	4.5	2.9%	1.4	-4.4	-0.3%	0.9	59.1%[activator]	0.1%
O=C(Oc1cccc(C(=S)N2CCOCC2)c1)c1ccccc1	8.7%	-16.3	-28.5%	-1.8	0.3	7.4%	0.0	10.1%	?
Cc1ccc(S(=O)(=O)Nc2ccccc2C=NNC(=O)c2ccncc2)cc1	-2.6%	-3.9	-9.6%	-2.1	-3.1	-24.3%	7.1	?	-21.1%
CCOC(=O)c1nn(-c2ccc(F)cc2)c2nc(Nc3ccccc3)cc(=O)n12	14.7%	1.4	-8.0%	-2.6	1.1	1.8%	23.4	20.0%	-6.8%
CCOC(=O)N1CCC(NC(=O)CC2C(=O)NCCN2Cc2ccccc2F)CC1 (stereo not given)	-1.0%	-0.6	-5.1%	-3.7	6.6	4.8%	5.2	-3.6%	-16.8%
